Bioassay records deposited in PubChem BioAssay by The Scripps Research Institute Molecular Screening Center.
FBW7 activator = human FBW7 E3 ligase activation, primary screen | Q969H0 | AlphaScreen FBW7–phospho-cyclin E peptide binding, activator screen | normalized activity (activation), % at 26.1 µM | 0.13% of 650,000 active | AID 1259310; in the data active means normalized activity above about 1.9%;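 further: purified mutant Fbw7 with reduced substrate affinity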
Target sequence (Q969H0 whole entry, looked up): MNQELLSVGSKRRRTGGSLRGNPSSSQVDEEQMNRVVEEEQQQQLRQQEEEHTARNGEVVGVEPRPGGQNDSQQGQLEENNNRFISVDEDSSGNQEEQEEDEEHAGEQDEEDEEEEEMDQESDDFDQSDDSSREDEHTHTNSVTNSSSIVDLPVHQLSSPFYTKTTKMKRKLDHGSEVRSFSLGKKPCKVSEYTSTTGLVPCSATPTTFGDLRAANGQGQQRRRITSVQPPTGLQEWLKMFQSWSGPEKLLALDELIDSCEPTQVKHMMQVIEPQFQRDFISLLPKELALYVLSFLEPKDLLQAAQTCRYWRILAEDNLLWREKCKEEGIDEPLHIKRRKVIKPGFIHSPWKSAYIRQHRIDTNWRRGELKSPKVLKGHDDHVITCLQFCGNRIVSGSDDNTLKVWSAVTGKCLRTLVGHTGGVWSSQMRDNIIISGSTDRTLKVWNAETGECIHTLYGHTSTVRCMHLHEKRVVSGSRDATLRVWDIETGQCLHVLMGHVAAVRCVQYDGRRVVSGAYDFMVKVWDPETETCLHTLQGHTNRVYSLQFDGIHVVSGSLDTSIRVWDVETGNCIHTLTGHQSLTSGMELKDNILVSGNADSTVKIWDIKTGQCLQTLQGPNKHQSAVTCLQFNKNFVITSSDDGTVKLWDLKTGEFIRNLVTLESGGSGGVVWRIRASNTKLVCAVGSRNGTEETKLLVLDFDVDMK
TEAD-YAP block = TEAD-YAP interaction inhibition. HEK-TIYL cells, TEAD-Gal4/YAP UAS-luciferase luminescence. AID 1259422. inhibition, % at 9.12 µM. 1.4% of 640,000 active; in the data active means inhibition above about 32%;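 further: 0% = median of test compound wells and 100% = reference inhibitor wells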
MITF primary = blocks human microphthalmia-associated transcription factor; O75030; AlphaScreen MITF homodimerization, bead proximity signal; inhibition, % at 2.6 µM; 0.91% of 650,000 active; AID 1259374; in the data active means inhibition above about 50%;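 further: 0% = vehicle wells with protein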
GPR151 activ = activates the human receptor GPR151; 1% of 650,000 active; AID 1508602; PathHunter beta-arrestin GPR151 cells, luminescence; activation, % at 11.2 µM; Q8TDV0; in the data active means activation above about 4.9%;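 further: 0% = median of compound wells and 100% = cells with positive control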
Target sequence (Q8TDV0 whole entry, looked up): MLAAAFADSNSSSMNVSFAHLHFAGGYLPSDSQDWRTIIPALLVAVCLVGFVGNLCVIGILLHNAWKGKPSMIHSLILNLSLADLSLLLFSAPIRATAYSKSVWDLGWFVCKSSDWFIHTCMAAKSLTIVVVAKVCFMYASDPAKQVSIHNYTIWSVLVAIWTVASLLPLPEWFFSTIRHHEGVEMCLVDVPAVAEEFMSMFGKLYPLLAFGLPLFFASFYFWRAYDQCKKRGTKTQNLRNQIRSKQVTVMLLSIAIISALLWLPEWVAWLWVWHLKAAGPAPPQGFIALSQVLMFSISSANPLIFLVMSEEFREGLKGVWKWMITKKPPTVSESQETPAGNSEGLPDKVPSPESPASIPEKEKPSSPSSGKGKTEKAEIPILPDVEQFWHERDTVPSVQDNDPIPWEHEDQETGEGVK
Active calls of the source: *.

Screening CCOC(=O)C(C)Oc1ccc(OCc2ccccc2)cc1 (stereo not drawn) returned FBW7 activator 0.2, TEAD-YAP block 4, MITF primary 5 and GPR151 activ -4.3.
`Cc1ccc2c([N+](=O)[O-])c(C)ccc2n1` gave FBW7 activator 0.0, TEAD-YAP block 5, MITF primary 5 and GPR151 activ -1.3.
`COc1ccc(-c2cnc(NCC(OC)OC)nc2)cc1` gave FBW7 activator 0.1, TEAD-YAP block -38, MITF primary 3 and GPR151 activ -1.3.
O=C(CNCc1cccc(Cl)c1)NCCNC(=O)CNCc1cccc(Cl)c1 was read as FBW7 activator -0.3, TEAD-YAP block 8, MITF primary 36 and GPR151 activ 2.1.
Screening COc1ccc(CN2CCC(Oc3cccc(C(=O)NCc4ccccn4)c3)CC2)c(F)c1 returned FBW7 activator 0.0, TEAD-YAP block 12, MITF primary 2 and GPR151 activ -0.5.
O=C1OC(c2cccc(I)c2)=N/C1=C\c1ccccc1 was read as FBW7 activator 0.0, TEAD-YAP block -10, MITF primary -3 and GPR151 activ -0.3.
Screening CCN1C(=O)C2C(c3ccccc3C)NC(CCSC)(C(=O)OC)C2C1=O (stereo not drawn) returned FBW7 activator 0.1, TEAD-YAP block 5, MITF primary 7 and GPR151 activ 3.0.
Screening Cc1cc(C)n(-c2nc(Nc3ccc(OC(F)(F)F)cc3)nc(OCC(F)(F)F)n2)n1 returned FBW7 activator 0.0, TEAD-YAP block 6, MITF primary 2 and GPR151 activ -1.5.
Cc1cc(Nc2ccc(I)cc2C)n2ncnc2n1 was read as FBW7 activator 0.0, TEAD-YAP block -5, MITF primary 15 and GPR151 activ 0.0.
For C[C@@]1(C2CCCC2)Cc2cc(OCC(=O)O)c(Cl)c(Cl)c2C1=O the results were FBW7 activator 0.0, TEAD-YAP block 5, MITF primary 4 and GPR151 activ -0.7.
Screening Cc1sc(NC(=O)c2ccc(C(C)(C)C)cc2)c(C(N)=O)c1C returned FBW7 activator -0.2, TEAD-YAP block 15, MITF primary -3 and GPR151 activ 0.6.
`CCOC(=O)C1=C(CC)NC2=C(C(=O)CCC2)C1c1ccccc1[N+](=O)[O-]` (stereo not drawn) gave FBW7 activator -0.1, TEAD-YAP block 1, MITF primary 3 and GPR151 activ 0.3.
Screening COc1cccc(C(NC(=O)C2CCN(C(=O)C3CC3)CC2)c2ccccn2)c1 (stereo not drawn) returned FBW7 activator 0.1, TEAD-YAP block 3, MITF primary -10 and GPR151 activ 0.5.
`CCOc1cc(C(=O)NCC(=O)N/N=C/c2ccccc2OC)cc(OCC)c1OCC` gave FBW7 activator 0.1, TEAD-YAP block 5, MITF primary 2 and GPR151 activ 0.0.
For Cc1ccc(OC(=O)N2CCN3C(=O)[C@H]([C@@H](C)O)NC(=O)[C@H]3C2)cc1 the results were FBW7 activator 0.0, TEAD-YAP block 5, MITF primary 8 and GPR151 activ 1.1.
`O=C1N/C(=N\Nc2ccccc2)S/C1=C/c1ccc([N+](=O)[O-])cc1` gave FBW7 activator -0.1, TEAD-YAP block -18, MITF primary 7 and GPR151 activ 0.0.
Screening Cn1c(=O)c2c(nc3n(Cc4ccccn4)c(-c4ccc(Cl)cc4)cn23)n(C)c1=O returned FBW7 activator -0.1, TEAD-YAP block -4, MITF primary -5 and GPR151 activ -1.4.
`O=C(O)/C=C/C(=O)Nc1cc(CC(=O)O)ccc1O` gave FBW7 activator 0.3, TEAD-YAP block 2, MITF primary 23 and GPR151 activ -0.7.
Screening CC(C)C1Cc2c(sc3nc(SCc4ccccc4)n(-c4ccccc4)c(=O)c23)CO1 (stereo not drawn) returned FBW7 activator 0.1, TEAD-YAP block 3, MITF primary -4 and GPR151 activ 2.5.
O=C(NC(=S)Nc1ccc(Nc2ccccc2)cc1)c1ccco1 was read as FBW7 activator -0.4, TEAD-YAP block -24, MITF primary 12 and GPR151 activ 1.0.
For Cc1ccc(/C=N\NC(=O)c2cccc(Br)c2)s1 the results were FBW7 activator 0.2, TEAD-YAP block -1, MITF primary 1 and GPR151 activ -0.8.
For CC1=NN(C(=O)c2ccc(Br)o2)C(O)(C(F)(F)F)C1 (stereo not drawn) the results were FBW7 activator 0.1, TEAD-YAP block -33, MITF primary -6 and GPR151 activ 1.3.
For CN(C)CCC(O)c1ccc(S(C)=O)cc1 (stereo not drawn) the results were FBW7 activator -0.2, TEAD-YAP block 9, MITF primary -7 and GPR151 activ -0.4.
`CCOc1ccc(C(=O)NC(=S)Nc2nc3ccc(C)cc3s2)cc1` gave FBW7 activator -0.1, TEAD-YAP block -7, MITF primary 2 and GPR151 activ 0.1.
Screening COc1ccc(OC)c(NC(=S)Nc2ccccc2F)c1 returned FBW7 activator -0.3, TEAD-YAP block -8, MITF primary -12 and GPR151 activ 0.5.
For CC(C)Oc1cccc(C(=O)Nc2ccc(Cl)c([N+](=O)[O-])c2)c1 the results were FBW7 activator -0.1, TEAD-YAP block 14, MITF primary 5 and GPR151 activ 4.0.
For CC(C)(C)CC(=O)Nc1cc(Cl)cc(Cl)c1 the results were FBW7 activator -0.5, TEAD-YAP block 7, MITF primary 0 and GPR151 activ -0.4.
For C=CCn1nnnc1SCC(=O)c1ccc(Br)cc1 the results were FBW7 activator 0.3, TEAD-YAP block -1, MITF primary 1 and GPR151 activ 1.4.
O=C(Cc1ccc(O)cc1)NCCn1nc(-c2cccs2)ccc1=O was read as FBW7 activator 0.2, TEAD-YAP block 2, MITF primary 18 and GPR151 activ -0.9.
CCCCCn1c(=S)[nH]c2cc(C(=O)N3CCN(C)CC3)ccc2c1=O was read as FBW7 activator 0.2, TEAD-YAP block 4, MITF primary -5 and GPR151 activ 0.0.

In the list so far, 4 contain a nitro group on carbon:
`Cc1ccc2c([N+](=O)[O-])c(C)ccc2n1` gave FBW7 activator 0.0, TEAD-YAP block 5, MITF primary 5 and GPR151 activ -1.3.
`CCOC(=O)C1=C(CC)NC2=C(C(=O)CCC2)C1c1ccccc1[N+](=O)[O-]` (stereo not drawn) gave FBW7 activator -0.1, TEAD-YAP block 1, MITF primary 3 and GPR151 activ 0.3.
`O=C1N/C(=N\Nc2ccccc2)S/C1=C/c1ccc([N+](=O)[O-])cc1` gave FBW7 activator -0.1, TEAD-YAP block -18, MITF primary 7 and GPR151 activ 0.0.
For CC(C)Oc1cccc(C(=O)Nc2ccc(Cl)c([N+](=O)[O-])c2)c1 the results were FBW7 activator -0.1, TEAD-YAP block 14, MITF primary 5 and GPR151 activ 4.0.

Other structures follow:
For COc1cc(C#N)ccc1OCC(=O)NCC(F)(F)F the results were FBW7 activator -0.1, TEAD-YAP block -7, MITF primary 0 and GPR151 activ -0.6.
Screening CCN(c1ccc(F)cc1)S(=O)(=O)c1cccc2nonc12 returned FBW7 activator -0.3, TEAD-YAP block 1, MITF primary 0 and GPR151 activ -0.8.
O=C(NCCCc1ccccc1)c1cc([N+](=O)[O-])ccc1Cl was read as FBW7 activator 0.8, TEAD-YAP block 53*, MITF primary 7 and GPR151 activ 0.0.
Screening CC1=C(C(=O)Nc2nc3ccccc3s2)C(c2ccc(N(C)C)cc2)C2=C(CC(C)(C)CC2=O)N1 (stereo not drawn) returned FBW7 activator -0.2, TEAD-YAP block 23, MITF primary 2 and GPR151 activ 0.6.
CCOC(=O)c1cc(CC)sc1NC(=O)COC was read as FBW7 activator 0.1, TEAD-YAP block -4, MITF primary 11 and GPR151 activ 0.1.
CC1(C)CC(OC(=O)c2ccco2)CC(C)(C)N1OC(=O)c1ccccc1 was read as FBW7 activator 0.5, TEAD-YAP block -5, MITF primary 15 and GPR151 activ -0.9.
Screening CC(C)OC(NC(=O)C(C(F)(F)F)C(F)(F)F)(C(F)(F)F)C(F)(F)F returned FBW7 activator 0.0, TEAD-YAP block -5, MITF primary -11 and GPR151 activ -0.5.
COC(=O)c1ccc(C(=O)N2CCC[C@@H]3CN(C(=O)/C=C/c4cccs4)CC[C@H]32)cc1 was read as FBW7 activator 0.0, TEAD-YAP block -5, MITF primary 13 and GPR151 activ 1.2.
For Cc1ccc2c(c1C)N[C@@H](c1ccc(S(=O)(=O)N3CCOCC3)cc1)[C@H]1CC=C[C@@H]21 the results were FBW7 activator -0.1, TEAD-YAP block -10, MITF primary -13 and GPR151 activ -0.7.
COc1ccc(/C=N/Nc2nc3ccccc3[nH]2)cc1OC was read as FBW7 activator -0.1, TEAD-YAP block -38, MITF primary 9 and GPR151 activ 4.2.
For O=Cc1ccccc1OC(=O)/C=C/c1ccc([N+](=O)[O-])cc1 the results were FBW7 activator 0.1, TEAD-YAP block 3, MITF primary -1 and GPR151 activ -0.2.
Screening COc1ccc(-c2nc3sc(CCNC(=O)c4ccccc4C)c(C)n3n2)cc1 returned FBW7 activator 0.0, TEAD-YAP block -21, MITF primary 15 and GPR151 activ -2.0.
For Cc1ccc(C(=O)NCc2n[nH]c(=S)n2C)cc1 the results were FBW7 activator 0.7, TEAD-YAP block -14, MITF primary 19 and GPR151 activ 0.1.
For COC(=O)c1cc(OC)c(OCCN2CCCCC2)c(OC)c1 the results were FBW7 activator 0.0, TEAD-YAP block 6, MITF primary 14 and GPR151 activ -1.0.
For CN(c1ccccc1C(=O)Nc1cccc(F)c1)S(C)(=O)=O the results were FBW7 activator 0.0, TEAD-YAP block 11, MITF primary -2 and GPR151 activ 2.5.
CCN(CC)C(=O)CN1C(=O)C2(Nc3ccccc3C(=O)N2Cc2ccccc2)c2ccccc21 (stereo not drawn) was read as FBW7 activator 0.0, TEAD-YAP block 12, MITF primary 9 and GPR151 activ 2.0.
Cc1cc(=O)n(-c2nc3ccccc3s2)[nH]1 was read as FBW7 activator -0.2, TEAD-YAP block 7, MITF primary 4 and GPR151 activ 0.6.
COc1ccc(Cn2nnnc2CN2CCC(Nc3nc(C)c(C)c(=O)[nH]3)CC2)cc1 was read as FBW7 activator 0.0, TEAD-YAP block 3, MITF primary 7 and GPR151 activ 0.6.
`C=CCNc1ncnc2c1c(-c1ccccc1)cn2-c1ccc(OC)cc1` gave FBW7 activator -0.2, TEAD-YAP block -15, MITF primary -2 and GPR151 activ 0.2.
`COc1ccc(S(=O)(=O)NC(C(C)C)C(C)C)cc1Br` gave FBW7 activator 0.1, TEAD-YAP block 1, MITF primary -13 and GPR151 activ -0.4.
COc1ccc(NC(=O)c2ccc[n+]([O-])c2)cc1 was read as FBW7 activator -0.1, TEAD-YAP block -7, MITF primary 4 and GPR151 activ 1.8.
For Cc1ccc(OCC(=O)Nc2ccccc2-c2ccccc2NC(=O)COc2ccc(C)cc2)cc1 the results were FBW7 activator -0.1, TEAD-YAP block -8, MITF primary -1 and GPR151 activ -0.2.
Screening Cc1nc(C)c(-c2ccc(SCC(=O)N3CCc4ccccc43)nn2)s1 returned FBW7 activator -0.1, TEAD-YAP block -2, MITF primary -2 and GPR151 activ 1.0.
`Cc1onc(-c2c(Cl)cccc2Cl)c1C(=O)Nc1ccccc1C(C)C` gave FBW7 activator 0.0, TEAD-YAP block 2, MITF primary -9 and GPR151 activ -0.3.
Screening CCCOc1ccc(C2C3=C(CC(C)(C)CC3=O)Nc3ccccc3N2C(=O)CC)cc1OC (stereo not drawn) returned FBW7 activator -0.1, TEAD-YAP block 1, MITF primary 8 and GPR151 activ 0.1.
`CC1=C(C(=O)Nc2ccccc2F)C(c2ccc(O)cc2)NC(=O)N1` (stereo not drawn) gave FBW7 activator 0.0, TEAD-YAP block 0, MITF primary 5 and GPR151 activ 2.0.
O=S(=O)(c1ccc(-c2csc(-n3nccc3C(F)(F)F)n2)cc1)N1CCCC1 was read as FBW7 activator 0.2, TEAD-YAP block 4, MITF primary 15 and GPR151 activ -1.4.
Screening Cc1cccc(N2CCN(C(=O)CN3CCN(Cc4ccccc4Cl)C3=O)CC2C)c1 (stereo not drawn) returned FBW7 activator -0.2, TEAD-YAP block 5, MITF primary -7 and GPR151 activ 0.3.
For COc1ccc(CN2CCNC(=O)C2CC(=O)NCCc2cccc(Cl)c2)cc1C (stereo not drawn) the results were FBW7 activator 0.1, TEAD-YAP block -21, MITF primary 5 and GPR151 activ 1.3.
`CCOc1ccc(N(CC)C(=O)Cc2c(C(=O)O)n(CC)c3ccccc23)cc1` gave FBW7 activator 0.7, TEAD-YAP block -5, MITF primary 6 and GPR151 activ -1.9.
CC1CCC2C(=O)N(c3cccc(O)c3)C(=O)C2C1 (stereo not drawn) was read as FBW7 activator 0.0, TEAD-YAP block 6, MITF primary 12 and GPR151 activ 1.0.
Screening Cc1cc(N2CCOCC2)n2cc(-c3ccc(F)cc3)nc2n1 returned FBW7 activator -0.1, TEAD-YAP block -6, MITF primary -7 and GPR151 activ 2.0.
For Cn1c(=O)c2c(ncn2CC(=O)Nc2cccc3ccccc23)n(C)c1=O the results were FBW7 activator -0.1, TEAD-YAP block 19, MITF primary 0 and GPR151 activ 0.3.
CN(c1ccc(C(=O)N/N=C/c2ccc3c(c2)OCO3)cc1)S(=O)(=O)c1ccccc1 was read as FBW7 activator -0.1, TEAD-YAP block -3, MITF primary 3 and GPR151 activ 0.8.
For CC(C)C(=O)NCC1CCC2(CCN(Cc3cn[nH]c3-c3ccc(Cl)cc3)CC2)O1 (stereo not drawn) the results were FBW7 activator 0.0, TEAD-YAP block 1, MITF primary 13 and GPR151 activ -0.6.

Pulled by compound from the list above, 3 records:
CN(c1ccc(C(=O)N/N=C/c2ccc3c(c2)OCO3)cc1)S(=O)(=O)c1ccccc1 was read as FBW7 activator -0.1, TEAD-YAP block -3, MITF primary 3 and GPR151 activ 0.8.
CC1CCC2C(=O)N(c3cccc(O)c3)C(=O)C2C1 (stereo not drawn) was read as FBW7 activator 0.0, TEAD-YAP block 6, MITF primary 12 and GPR151 activ 1.0.
For CC(C)C(=O)NCC1CCC2(CCN(Cc3cn[nH]c3-c3ccc(Cl)cc3)CC2)O1 (stereo not drawn) the results were FBW7 activator 0.0, TEAD-YAP block 1, MITF primary 13 and GPR151 activ -0.6.
